Source: PubChem BioAssay
JMJD2A Tudor inh: qHTS Assay for Inhibitors of JMJD2A-Tudor Domain; 390,000 compounds, 4.4% hits; Lysine-specific demethylase 4A (Homo sapiens), O75164; AlphaScreen JMJD2A-Tudor / H3K4me3 peptide binding; Potency, µM (titrated, usually from 114 µM), without a hit: at the highest dose activity change, negative = inhibition, hits mostly inhibitors; also: potency is read from the fitted curve at half-maximal effect; % is scaled to controls: 0 for no effect and ±100 for the full control effect; nearly all actives have a fitted effect of over 50% in size
Pol eta inh: qHTS for Inhibitors of Polymerase Eta; DNA polymerase eta (Homo sapiens), Q9Y253; recombinant Pol eta, fluorescent DNA replication assay; Potency, µM (top dose mostly 114 µM), for the others: at the highest dose activity change, negative = inhibition, actives largely listed as inhibitors; 390,000 compounds, 1.2% hits; AID 588591, 2011; also: potency is read from the fitted curve at half-maximal effect; % is scaled to controls: 0 for no effect and ±100 for the full control effect
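Fluorescent replication assay: 50 nM final substrate added after a 15 min room-temperature compound preincubation with 10 nM enzyme. Signal taken at 0 min and again at 10 min.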
HP1b binding inh: HTS for Inhibitors of HP1-beta Chromodomain Interactions with Methylated Histone Tails; AID 540317, 2011; Potency, µM (titrated, usually from 114 µM), without a hit: at the top dose activity change, negative = inhibition, hits mostly inhibitors; Chromobox protein homolog 1 (Homo sapiens), P83916; 390,000 compounds, 0.56% hits; AlphaScreen HP1-beta / biotin-H3K9me3 peptide binding; also: potency is read from the fitted curve at half-maximal effect; nearly all actives have a fitted effect of over 70% in size; inactives centre near 23
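Compound inhibition of the preformed complex between 50 nM HP1-beta and 50 nM biotinylated H3K9me3 peptide was read by AlphaScreen. Buffer was PBS pH 7.4 with 0.01% Tween-20. Incubations ran 30 min at room temperature, with 10 ug/mL donor/acceptor beads.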
PI4K2A block: qHTS for small molecular inhibitors of PI4K2A. Phosphatidylinositol 4-kinase type 2-alpha (Homo sapiens), Q9BTU6. purified PI4K2A, ADP-Glo luminescence, 1 h; stronger effect = lower value. activity change, negative = inhibition, % at 76.9 µM. 420,000 compounds, 0.13% hits; in the data active = activity change below about -50%; inconclusive = mostly about -30% to -49%;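 also: -100% = wells without enzyme as full effect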
Target sequence (Q9BTU6 whole entry, looked up): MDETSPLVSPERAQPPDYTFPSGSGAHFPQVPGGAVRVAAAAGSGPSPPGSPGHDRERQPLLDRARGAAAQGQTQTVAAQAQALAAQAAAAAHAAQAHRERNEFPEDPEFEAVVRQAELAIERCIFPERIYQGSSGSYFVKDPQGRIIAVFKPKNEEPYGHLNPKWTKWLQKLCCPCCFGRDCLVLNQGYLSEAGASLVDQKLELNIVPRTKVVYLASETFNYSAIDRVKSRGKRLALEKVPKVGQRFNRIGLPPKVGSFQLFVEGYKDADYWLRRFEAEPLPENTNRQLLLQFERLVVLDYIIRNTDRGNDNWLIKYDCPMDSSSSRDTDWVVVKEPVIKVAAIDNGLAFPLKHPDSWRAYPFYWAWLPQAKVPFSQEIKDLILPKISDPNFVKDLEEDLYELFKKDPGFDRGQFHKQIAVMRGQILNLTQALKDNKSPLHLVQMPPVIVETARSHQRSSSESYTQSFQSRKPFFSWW
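Compounds are screened against recombinant PI4K2A using PI as substrate and ATP, the latter dispensed at 300 microM. Reactions run one hour at ambient temperature before ADP-Glo detection; full inhibition defined by wells lacking enzyme.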
GLS inhibitor: qHTS for Inhibitors of Glutaminase (GLS); Glutaminase kidney isoform, mitochondrial (Homo sapiens), O94925; GLS enzymatic activity, qHTS titration; Potency, µM (top dose mostly 45.5 µM), inactives show top-dose activity change, negative = inhibition, usual class: inhibitors; 410,000 compounds, 0.21% hits; AID 624170, 2012; also: potency is read from the fitted curve at half-maximal effect; % is scaled to controls: 0 for no effect and ±100 for the full control effect
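Human kidney-isoform GLS in 45 mM KH2PO4 pH 8.2, 0.02% Tween-20, with compound, started with 1mM L-Glutamine (added stock). Glutamate oxidase/HRP/Amplex red coupled fluorescence read at start and after 30 min at RT.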
Tb PGK inh: qHTS Assay to Find Inhibitors of Phosphoglycerate Kinase; Phosphoglycerate kinase, glycosomal (Trypanosoma brucei brucei), P07378; PGK/GAPDH coupled, Kinase-Glo luminescence, 60 min; Potency, µM (highest dose often 57.5 µM), for inactives: at the top dose activity change, negative = inhibition, usual class: inhibitors; 380,000 compounds, 0.043% hits; AID 602233, 2012; also: potency is read from the fitted curve at half-maximal effect; % is scaled to controls: 0 for no effect and ±100 for the full control effect; nearly all actives have a fitted effect of over 60% in size
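Recombinant glycosomal PGK reaction used 1,3-bisphosphoglycerate generated in-well by GAPDH (100nM final) in 100mM TEA pH 7.6, 5mM MgCl2, 0.01% Tween-20. After 60 minutes at room temperature, ATP was read by Kinase-Glo Plus luminescence end-point.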
Pin1 inhibitor: qHTS Assay to Find Inhibitors of Pin1; Peptidyl-prolyl cis-trans isomerase NIMA-interacting 1 (Homo sapiens), Q13526; Pin1 FP peptide displacement, HiFluor488, 10 min; Potency, µM (highest dose often 115 µM), inactives show at the highest dose activity, negative = inhibition, most hits filed as inhibitors; 390,000 compounds, 0.009% hits; active = well fitted inhibition curve with a large enough effect in the polarisation, with a control signal flat, not every such curve was filed as active; inconclusive = small, poorly fitted or top-dose-only effect, or effect the other way, or a change in a side signal; inactive = no such curve, though single readings can be large or run the other way; the % refers to the polarisation; also: potency is read from the fitted curve at half-maximal effect; % is scaled to controls: 0 for no effect and ±100 for the full control effect
Target sequence (Q13526 whole entry, looked up): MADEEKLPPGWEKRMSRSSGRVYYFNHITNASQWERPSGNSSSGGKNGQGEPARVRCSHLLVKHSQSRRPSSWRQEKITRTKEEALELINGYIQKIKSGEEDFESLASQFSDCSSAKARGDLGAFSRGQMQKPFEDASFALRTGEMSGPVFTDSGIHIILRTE
G9a block: qHTS Assay for Inhibitors of Histone Lysine Methyltransferase G9a; Histone-lysine N-methyltransferase EHMT2 (Homo sapiens), Q96KQ7; G9a H3K9 monomethylation, AlphaScreen, 2 h; Potency, µM (doses to about 102 µM), without a hit: at the highest dose activity, negative = inhibition, most hits filed as inhibitors; 350,000 compounds, 8.8% hits; also: potency is read from the fitted curve at half-maximal effect; % is scaled to controls: 0 for no effect and ±100 for the full control effect; nearly all actives have a fitted effect of over 75% in size
Target sequence (Q96KQ7 913-1193 limits assumed): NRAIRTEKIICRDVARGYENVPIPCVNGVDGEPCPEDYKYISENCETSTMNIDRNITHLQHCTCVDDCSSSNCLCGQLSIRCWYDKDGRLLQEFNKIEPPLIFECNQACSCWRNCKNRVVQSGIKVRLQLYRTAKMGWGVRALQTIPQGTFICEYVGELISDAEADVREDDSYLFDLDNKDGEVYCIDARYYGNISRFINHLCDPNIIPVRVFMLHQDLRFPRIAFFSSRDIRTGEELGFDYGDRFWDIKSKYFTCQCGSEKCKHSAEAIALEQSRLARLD
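Using a bead-based AlphaScreen, monomethylated H3K9 product from 2 h room-temperature reactions (G9a 20 nM, peptide 500 nM, SAM 20 uM) was detected with 0.5 ug/mL rabbit anti-H3K9me1 antibody.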
BAZ2B block: qHTS Assay for Inhibitors of BAZ2B; 360,000 compounds, 4.4% hits; Bromodomain adjacent to zinc finger domain protein 2B (Homo sapiens), Q9UIF8; AID 504333, 2011; AlphaScreen BAZ2B-H3K14Ac peptide displacement; Potency, µM (top dose mostly 114 µM), without a hit: at the highest dose activity change, negative = inhibition, most hits filed as inhibitors; also: potency is read from the fitted curve at half-maximal effect; % is scaled to controls: 0 for no effect and ±100 for the full control effect; nearly all actives have a fitted effect of over 60% in size
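Compounds, titrated to a top concentration of 110 uM, were incubated 30 min at room temperature with preformed BAZ2B/acetyl-K14 H3 peptide complex (50 nM each). Proximity signal was measured by AlphaScreen after 20 min with beads.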
Active calls of the source: *; i = inactive; ? = inconclusive; nt = not tested or not shown; & = joins results of further samples; [ ] = dose if it differs, or a comment. Unless noted, calls follow the shape of the dose curve; as a rule, active = well fitted curve in the direction sought with a large enough effect; inconclusive = small, poorly fitted or top-dose-only effect, or another doubt; inactive = no such curve, though single readings can be large; an effect the other way counts as inactive or inconclusive. Some of the compounds tested (hit frequency here may not be typical).

Compound	BAZ2B block	JMJD2A Tudor inh	GLS inhibitor	G9a block	Tb PGK inh	Pin1 inhibitor	HP1b binding inh	Pol eta inh	PI4K2A block
NC(=O)c1ccc(Cc2ncc(C(F)(F)F)cc2Cl)s1	4.3%	-4.3%	-1.3%	-46.3%[59 µM]	-0.4%	-3.4%	47.4%	-15.9%	3.0
O=C(NCC(c1ccco1)N1CCOCC1)c1ccc(F)cc1 (stereo not given)	11.0%	-15.4%	0.2%	-28.6%	0.1%	?	-9.5%	1.0%	2.2
CSc1ccc(S(=O)(=O)N2c3ccccc3CC2C)cc1 (stereo not given)	7.9%	56.1%[activator]	-2.9%	111.1%[activator]	-10.1%	-2.9%	74.5%[activator]	-5.4%	3.6
COc1cccc(-n2cc(C(=O)NCCc3ccc(C)cc3)c3ccccc3c2=O)c1	-21.1%	-17.8%	0.6%	-5.1%[59 µM]	-8.7%	4.9%	21.0%	-18.6%	4.4
Cc1cccc(NC(=O)CCCCCn2c(=O)[nH]c3ccsc3c2=O)c1	5.3%	-20.8%	4.4%	-0.7%[59 µM]	-0.3%	-7.6%	11.9%	-3.2%	1.2
COc1ccc(-n2ccc(=O)c(C(=O)O)n2)c(OC)c1	-1.9%	-26.5%	-11.7%	5.5%	0.9%	-2.3%	59.9%[activator]	-12.0%	3.4
O=c1cc(O)n(-c2ccc(Cl)cc2)c(=S)[nH]1	-1.7%	-16.0%	-3.3%	10µM*	-7.1%	44.2%[activator]	41.0%[activator]	-7.2%	-3.8
COC(=O)CNS(=O)(=O)c1ccc(OC)cc1	2.9%	4.3%	-10.5%	-3.9%[59 µM]	-2.9%	?	15.7%	2.7%	-3.3
Cc1ccc(C)c(NC(=O)C2CCCN(S(=O)(=O)c3c(C)noc3/C=C/N(C)C)C2)c1 (stereo not given)	-15.4%&-27.0%	-22.8%&-25.5%	-8.8%&-3.7%	0.5%[0.0925 µM]	2.7%&-0.5%	5.5%&23.1%	23.5%&23.9%	-4.6%&5.6%	-3.3&-2.1
O=C(COC(=O)c1cc(S(=O)(=O)N2CCOCC2)ccc1Cl)NC1CCCCC1	nt	nt	4.7%	nt	-4.1%	nt	nt	5.6%	-1.1
COc1ccc(CCNC(=O)C2CCCN(Cc3nc(-c4ccccc4C)oc3C)C2)cc1OC (stereo not given)	?	-33.1%	0.7%	-0.6%[12.7 µM]	-4.1%	-3.4%	4.8%	-20.6%	-2.9
Cc1cc(Cl)ccc1OCCCC(=O)NN	-19.2%	-7.8%	2.2%	7.2%	-4.1%	-7.9%	30.7%	-13.2%	-1.3
CSc1ccccc1NC(=O)c1cnccn1	0.3%	-23.8%	1.1%	25.1µM*	-2.9%	35.3%[activator]	6.4%	-12.6%	5.0
COc1cccc(N2CCN(C(=O)CCSCc3ccccc3F)CC2)c1	-33.8%&-24.9%	-29.0%&-33.6%	-3.5%&9.6%	19.5%&-36.9%[59 µM]	-7.6%	2.6%&-6.7%	2.3%&1.3%	-14.7%&-14.3%	-8.2&-6.7
CC1(c2nnc(Cc3ccccc3)o2)CC(c2ccc(Br)cc2)=NO1 (stereo not given)	nt	-6.5%	-3.1%	nt	-3.1%	-1.7%	53.0%[activator]	-9.6%	-0.8
CC(C)CCOP(=O)(c1ccc(N(C)C)cc1)C(O)c1ccc(N(C)C)cc1 (stereo not given)	?	7.08µM*	14.4%	2.24µM*	1.9%	4.8%	-5.2%	-10.0%	0.6
CC1CN(C(=O)C(C)N2CCN(c3cccc(Cl)c3)CC2)CC(C)O1 (stereo not given)	-2.8%	63.1µM*	0.6%	34.6%[activator]	6.5%	2.4%	?	?	-9.7
O=C(O)c1cc(S(=O)(=O)NCc2ccco2)c(Cl)cc1Cl	-2.3%	-12.3%	2.1%	-5.7%[59 µM]	-0.9%	-8.9%	25.7%	?	-12.5
O=C(Nc1ccccc1C(=O)N1CCOCC1)c1cccnc1	-28.1%	4.9%	-2.0%	21.3%[59 µM]	nt	1.0%	19.9%	-9.7%	-1.2
COc1cccc(CNS(=O)(=O)c2cc3c(cc2Cl)NC(=O)CO3)c1	1.5%	-4.9%	0.3%	nt	-5.9%	15.1%	32.4%	-11.7%	-0.6
CCOC(=O)N1CCN(C(=O)c2oc3ccc(S(=O)(=O)N(CC)CC)cc3c2C)CC1	-7.9%	-15.5%	1.7%	28.4%[0.501 µM]	-9.3%	-8.2%	22.3%	-15.0%	2.1
Cn1cc(C(=O)c2ccc(Cl)cc2Cl)cc1C(=O)N/N=C(\N)COc1ccc(F)cc1	2.6%	?	21.2%	30.4%[activator][59 µM]	-14.8%	2.9%	8.3%	-4.8%	-13.6
Cc1ccc(C2CC2c2n[nH]c(=S)n2-c2cccc(C)c2)cc1 (stereo not given)	-30.6%	-27.1%[11.4 µM]	?	14.1µM*	1.8%	?	-19.1%	3.8%	-3.3
COc1ccc(OCC(=O)NCCNC(=O)c2ccccn2)cc1	5.8%	-10.7%	-4.8%	11.2%	-9.5%	4.0%	25.2%	-17.0%	-0.5
CCCN(C(=O)c1cc(Cl)nc2ccccc12)c1c(N)n(Cc2ccccc2)c(=O)[nH]c1=O	-2.7%	-0.3%	1.6%	6.7%[12.7 µM]	i	-0.7%	41.5%[activator]	-15.9%	-2.4
Cc1ccc(C(=O)Nc2ccc(OCc3ccccc3)cc2)s1	7.3%	-9.0%	8.0%	6.3%	-1.6%	-2.5%	8.0%	-0.6%	5.2
Cc1ccc(CN(Cc2cccn2-c2nnc(N3CCCC3=O)s2)C(=O)Nc2ccccc2Cl)cc1	-17.1%	-27.6%	-2.4%	-27.2%[59 µM]	-12.5%	16.2%	25.1%	-7.8%	0.1
O=C(Nc1ccc(Cl)c(Cl)c1)N1CCSCC1	1.0%	-6.2%	10.5%	17.5%[59 µM]	4.7%	0.6%	24.6%	-9.6%	4.3
CCC(=O)Nc1cc2[nH]c(=O)cc(C)c2cc1C	-18.2%	4.2%	0.8%	38.4%[activator][12.7 µM]	1.7%	2.9%	32.3%	-11.1%	-1.7
Cc1ccnc(SCc2cc(=O)c(OC(=O)c3cccs3)co2)n1	6.0%	-14.0%	7.3%	-1.8%	-8.8%	2.7%	32.2%	-11.9%	7.1
O=C(/C=C/c1ccc(Cl)cc1)N(Cc1cccs1)C1CCS(=O)(=O)C1 (stereo not given)	-8.2%	-23.2%	1.1%	-12.7%[59 µM]	-0.2%	-0.5%	25.5%	-24.9%	9.3
CCn1c(C(=O)N2CCC(C(=O)N3CCN(c4cccc(C)c4C)CC3)CC2)cc2sccc21	22.4µM*	?	1.1%	?	i	18.6%	-11.5%	-11.3%	-8.2
CCC(C)(C)NC(=O)C(c1ccccc1)N(C(=O)c1csnn1)C1CC1 (stereo not given)	13.2%	-10.1%	1.3%	-11.6%[59 µM]	-10.9%	2.0%	25.7%	6.8%	-0.9
Cc1ccc2cccc(SCC(=O)N3CCOCC3)c2n1	-1.7%	-3.6%	-8.6%	-20.5%[12.7 µM]	-11.7%	4.3%	63.3%[activator]	-7.0%	-3.3
O=C(Cn1c(=O)oc2ccccc21)Nc1ccc(F)c(F)c1	4.2%	9.7%	-1.6%	16.4%	nt	-2.9%	61.8%[activator]	-10.2%	4.6
COc1ccc(CNC(=O)C2CCCN2)cc1OC (stereo not given)	44.7µM*	3.16µM*	-0.8%	17.8µM*	-0.1%	0.9%	79.4µM*	-16.2%	3.7
O=C1c2ccccc2C(=O)c2c(Nc3ccc(CCO)cc3)ccc(O)c21	1.78µM*	8.91µM*	11.5%	3.55µM*	-18.8%	-9.7%	8.91µM*	-22.6%	-19.2
Cc1ccc(-n2nnnc2CNC(=O)C(C)C)cc1C	6.4%	1.3%	3.6%	2.5%[59 µM]	-1.5%	-3.6%	22.7%[57 µM]	-1.0%	0.3
O=C(NNc1ccc(C2CCCCC2)cc1)C(O)(c1ccccc1)c1cccs1 (stereo not given)	50.1µM*	-30.1%	18.8%	0.9%[0.501 µM]	6.0%	4.4%	14.3%	-22.0%	-15.4
S=C(Nc1ccccc1Oc1ccccc1)NC1CCCC1	-34.5%	-8.8%	-3.2%	-28.1%	-3.8%	7.5%	32.4%	?	1.1
CCOCc1cc(CN2CCC(n3nccc3NC(=O)C3CC3)CC2)ccc1OC	-8.0%	-11.8%	6.3%	-22.1%	11.4%	-0.5%	12.2%	-0.1%	0.8
